H9c2 TAG inh: inhibitors of triacylglycerol accumulation, primary screen, cell-based, uHTS, fluorescence, H9c2. AID 651582, 2012. inhibition, % at 12.5 µM. H9c2 cells, Nile Red lipid (TAG) fluorescence; cells loaded with 200 µM oleic acid. 230,000 tested, 0.66% active;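 active = pattern-corrected inhibition of lipid staining of at least 50% with the nuclear-stain viability signal not falling by more than 50%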;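 note: 0% = DMSO wells and 100% = triacsin C control wells; some results filed as inactive read as strong as hits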
H9c2 TAG inh DAPI viability: recorded beside H9c2 TAG inh, whose call it bears; DAPI nuclei signal change (viability), lower = more cytotoxic, %;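 whole-well DAPI fluorescence read on a plate reader as a viability signal; minus 50 percent equals half of cells still viable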
* hit, by the source's call. This is a subset; the hit share may differ from the screen's.

Values in the order – H9c2 TAG inh, H9c2 TAG inh DAPI viability
O=C(CNc1cccc(S(=O)(=O)N2CCCC2)c1)Nc1ccc(C(F)(F)F)cc1
→ -15, -1
CCN1CCc2c(OCC(=O)N3CCC(C)CC3)cccc2C1=O
→ 15, -2
CCn1nc(C(=O)Nc2ccc(S(=O)(=O)Nc3ncccn3)cc2)c2ccccc2c1=O
→ 1, 5
CC(C)NC(=O)C1CC(=O)N(CCc2ccc(F)cc2)C1 (stereo not given)
→ -1, 5
CCOC(CNC(=O)CCc1c(C)nc2nc(C)nn2c1C)OCC
→ -7, 10
COc1ccc(S(=O)(=O)N2CCOCC2)cc1NC(=O)COc1ccc2ccc(=O)oc2c1
→ 4, 8
O=C(NC(=S)Nc1ccc(S(=O)(=O)Nc2nccs2)cc1)c1cccnc1
→ -11, 2
NC(=O)c1ccc(NC(=O)COc2cccc3ccccc23)cc1
→ 1, -6
COc1cccc(-c2ncc3ccccc3c2COC(=O)N2CCCCC2)c1
→ 0, -5
N/C(=N\OC(=O)Nc1ccc(Cl)c(Cl)c1)c1ncc(C(F)(F)F)cc1Cl
→ -43, -9
O=C(Cn1cc(C(=O)C2CC2)c2ccccc21)NCC1CCCO1 (stereo not given)
→ -9, 13
N#Cc1ccc(S(=O)(=O)N2CCCN(c3nc4ccc(Cl)cc4s3)CC2)cc1
→ 0, -3
CCOC(=O)N1CCN(C(=O)CSc2ccc3nnc(CCNC(=O)c4ccc(OC)cc4)n3n2)CC1
→ 0, 7
O=C(CCOc1ccccc1)N1CCN(S(=O)(=O)c2cccs2)CC1
→ 0, 4
Cn1cc(C(=O)C(=O)NCCc2ccccc2)c2ccccc21
→ -7, -3
CC1(C)CC(=O)C(N=Nc2ccc(C(F)(F)F)cc2[N+](=O)[O-])=C(O)C1
→ 2, 8
O=C(CCS(=O)(=O)c1ccccc1)Nc1nc(-c2ccc(F)cc2)cs1
→ 39, -6
COc1ccc(C2CC(c3cccs3)=NN2C(=O)CSc2nnnn2C)cc1OC (stereo not given)
→ 19, 1
CN(C)c1ccc(NC(=O)c2ccc(Cn3cc([N+](=O)[O-])cn3)cc2)cc1
→ -14, 2
Cc1ccccc1C(=O)NCCn1cc(SCC(=O)NCC2CCCO2)c2ccccc21 (stereo not given)
→ 3, -4
Cn1nc(-c2ccccc2)c(CO)c1Oc1ccc(F)cc1
→ -22, 1
COc1ccc(-c2noc(CCC(=O)NCc3ccco3)n2)cc1
→ -11, -4
CCCn1nnnc1SCC(=O)N1CCOCC1
→ 11, 1
COc1ccc(/C=C/C(=O)Nc2ccc(C(N)=O)cc2)cc1OC
→ 0, 10
O=C(COC(=O)c1ccco1)NC1CCCCC1
→ 2, -8
Cc1nc2c(C#N)cnn2c2c1CCN2CC1CCCO1 (stereo not given)
→ -1, 1
O=C(CSc1ncccn1)NCc1cccc(Cl)c1
→ 15, -11
C[C@H](CO)N1C[C@H](C)[C@H](CN(C)S(=O)(=O)c2ccc(F)cc2)Oc2ncc(Br)cc2C1=O
→ -8, 4
Cc1ccc(S(=O)(=O)N2CCC(C(N)=O)CC2)cc1[N+](=O)[O-]
→ -1, 2
NS(=O)(=O)c1ccc(CCNC(=O)Nc2ccc(Cl)cc2)cc1
→ 18, -10

Quoted from the results shown for reference:
Values in the order – H9c2 TAG inh, H9c2 TAG inh DAPI viability
CCOC(CNC(=O)CCc1c(C)nc2nc(C)nn2c1C)OCC
→ -7, 10
COc1ccc(S(=O)(=O)N2CCOCC2)cc1NC(=O)COc1ccc2ccc(=O)oc2c1
→ 4, 8
O=C(NC(=S)Nc1ccc(S(=O)(=O)Nc2nccs2)cc1)c1cccnc1
→ -11, 2
NC(=O)c1ccc(NC(=O)COc2cccc3ccccc23)cc1
→ 1, -6
COc1cccc(-c2ncc3ccccc3c2COC(=O)N2CCCCC2)c1
→ 0, -5
N/C(=N\OC(=O)Nc1ccc(Cl)c(Cl)c1)c1ncc(C(F)(F)F)cc1Cl
→ -43, -9
O=C(Cn1cc(C(=O)C2CC2)c2ccccc21)NCC1CCCO1 (stereo not given)
→ -9, 13
N#Cc1ccc(S(=O)(=O)N2CCCN(c3nc4ccc(Cl)cc4s3)CC2)cc1
→ 0, -3
CCOC(=O)N1CCN(C(=O)CSc2ccc3nnc(CCNC(=O)c4ccc(OC)cc4)n3n2)CC1
→ 0, 7
O=C(CCOc1ccccc1)N1CCN(S(=O)(=O)c2cccs2)CC1
→ 0, 4
Cn1cc(C(=O)C(=O)NCCc2ccccc2)c2ccccc21
→ -7, -3
CC1(C)CC(=O)C(N=Nc2ccc(C(F)(F)F)cc2[N+](=O)[O-])=C(O)C1
→ 2, 8
O=C(CCS(=O)(=O)c1ccccc1)Nc1nc(-c2ccc(F)cc2)cs1
→ 39, -6
COc1ccc(C2CC(c3cccs3)=NN2C(=O)CSc2nnnn2C)cc1OC (stereo not given)
→ 19, 1
CN(C)c1ccc(NC(=O)c2ccc(Cn3cc([N+](=O)[O-])cn3)cc2)cc1
→ -14, 2
Cc1ccccc1C(=O)NCCn1cc(SCC(=O)NCC2CCCO2)c2ccccc21 (stereo not given)
→ 3, -4
Cn1nc(-c2ccccc2)c(CO)c1Oc1ccc(F)cc1
→ -22, 1
COc1ccc(-c2noc(CCC(=O)NCc3ccco3)n2)cc1
→ -11, -4
CCCn1nnnc1SCC(=O)N1CCOCC1
→ 11, 1

The results go on:
Values in the order – H9c2 TAG inh, H9c2 TAG inh DAPI viability
CC(C)c1ccc(S(=O)(=O)Nc2ccc(-n3cnnn3)cc2)cc1
→ -31, -2
CCOc1ccccc1CNc1nnnn1C
→ -6, -1
Cc1ccc(Nc2nc(NCc3ccccc3)nc3ccsc23)c(C)c1
→ 5, -1
O=C(c1ccco1)N1N=C(c2cccs2)CC1c1ccccc1O (stereo not given)
→ -27, 3
COc1ccc(C2c3[nH]c4ccccc4c3CCN2C(=O)c2ccccc2C(C)=O)c(F)c1 (stereo not given)
→ 14, 2
COc1ccc(/C=N/N2C(=O)CN(C(=O)c3ccccc3)C2c2ccc(OC)cc2)cc1 (stereo not given)
→ -5, 6
Cc1cc(C)c2nc(N)sc2c1
→ 0, 8
O=C(CP(=O)(c1ccccc1)c1ccccc1)N1CCOCC1
→ 5, -2
O=C(CNC(=O)c1cccc(F)c1)OCCOc1cccc(Cl)c1
→ -5, 7
O=C(Cc1ccccc1)Nc1ccccc1C(=O)N1CCCCC1
→ -4, 3
COc1ccccc1CNC(=O)c1cc2c(C)nn(Cc3ccc(F)cc3)c2s1
→ 22, 3
CC(C)C[C@H](NC(=O)OCC1c2ccccc2-c2ccccc21)C(=O)O
→ 0, -4
NC(=O)c1c(NC(=O)CN2CCOCC2)sc2c1CCC2
→ -4, 0
CCOc1ccc(OCC(=O)NCCc2nc3ccccc3[nH]2)cc1
→ 39, 11
CN1CCN(c2ccc(NC(=O)c3cccc(S(=O)(=O)N4CCCC4)c3)cc2)CC1
→ -1, -5
COc1ccccc1OCCNC(=O)c1ccc2c(c1)OCCO2
→ 7, -2
CC(C)c1ccc(OCC(=O)NNC(=O)c2cnccn2)cc1
→ 7, -1
Cc1cc(C)cc(CC(=O)N2CCC2(C)C(=O)NS(=O)(=O)c2ccccc2Cl)c1 (stereo not given)
→ 7, 17
CC(C)(O)C#Cc1ccc(C(=O)N2CCC(C(N)=O)(N3CCCCC3)CC2)o1
→ -8, 2
Cc1cc(C)nc(SCC(=O)c2ccc(C)c(C)c2)n1
→ -4, 0
COc1cccc(C(=O)Nn2cnnc2)c1
→ -9, 3
O=C(COc1cccnc1[N+](=O)[O-])Nc1ccc2c(c1)OCO2
→ 2, -3
Cc1noc(C)c1C(=O)Nc1ccc(F)cc1
→ -1, -3
COc1ccccc1NC(=O)Cn1nc(Cc2cccnc2)c2ccccc2c1=O
→ 4, 2
OC(c1ccccc1)(c1ccccc1)c1ccn[nH]1
→ -8, 1
Cc1[nH]c(=S)n(CC2CCCO2)c1C (stereo not given)
→ -8, 5
CC(=O)Nc1ccc(S(=O)(=O)N[C@@H](C)C(=O)OCC(=O)c2ccc[nH]2)cc1
→ 3, 2
CC(OC(=O)c1cc(S(=O)(=O)N2CCOCC2)ccc1F)C(=O)NC1CCCCC1C (stereo not given)
→ 6, 4
COc1ccc(CC(=O)N/N=C/c2ccc(-c3ccc(F)cc3)o2)cc1OC
→ -12, 1
COc1cc2c(C#CCCCO)c(-c3ccc(C#N)cc3)oc(=O)c2cc1OC
→ -6, 0

(listing goes on)
SMILES	H9c2 TAG inh	H9c2 TAG inh DAPI viability
COc1ccc(C(CNC(=O)c2cccc(S(=O)(=O)NCc3ccccc3)c2)N(C)C)cc1 (stereo not given)	7	-5
CCN(C[C@H]1N[C@@](C)(C(=O)OC)[C@H]2C(=O)N(C)C(=O)[C@@H]12)C(C)=O	-8	-2
CCCCN(C(=O)CSCC(=O)Nc1ccc(C)cc1)c1c(N)n(CCCC)c(=O)[nH]c1=O	8	-6
CCNc1nnc(SCC(=O)c2c(N)n(C3CC3)c(=O)[nH]c2=O)s1	-18	-2
CCC(=O)N1CCN(c2ccc(NC(=O)c3ccc4c(c3)OCO4)cc2)CC1	1	-3
COc1cc2ccccc2cc1C(=O)Nc1cccnc1	-6	8
CCOC(=O)C1CCCN(Cc2c(C(=O)N3CCCCC3)nc3c(C)cccn23)C1 (stereo not given)	-10	7
O=C(Nc1cccc(C(=O)O)c1)/C(=C\c1ccc2c(c1)OCO2)NC(=O)c1ccc(Br)cc1	2	3
Cc1ccc(SCC(=O)NC(=O)NC(C)C)c(C)c1	-4	-2
NC(CCc1ccccc1)c1csc(Nc2cnccn2)n1 (stereo not given)	7	15
O=C(CSc1n[nH]c(-c2cccs2)n1)NCCc1ccccc1	-9	2
CN1CCN(C(=O)C2=C[C@H](c3coc4ccccc4c3=O)C[C@H](OCc3ccc(CO)cc3)O2)CC1	0	-1
O=C(C[C@@H]1C/C=C\C[C@@H](Cc2ccc(F)cc2)C(=O)OCCNC1=O)NCCO	1	9
Cc1cc([N+](=O)[O-])ccc1NC(=O)CCC(=O)N1CCCCCC1	9	11
Cc1ccc(NC(=O)CSCC(=O)NCCc2ccccc2)c(C)c1	-8	3
COc1ccc([N+](=O)[O-])cc1N(CC(O)CN1C(=O)NC(C)(C)C1=O)S(=O)(=O)c1ccc(C)cc1 (stereo not given)	-20	1
COc1ccc(-n2cnnc2)cc1	-2	-3
CC(NC(=O)Cn1nc(-c2ccccc2)c2ccccc2c1=O)c1ccccc1 (stereo not given)	24	-3
O=C(CNC(=O)c1ccc2c(c1)OCCO2)N/N=C/c1ccc(Cl)cc1	0	-1
O=C(Cc1c[nH]c2ccccc12)N1CCN(c2ccccc2)CC1	6	-4
CC(=O)C1=C(C)NC(=S)NC1c1cc([N+](=O)[O-])ccc1O (stereo not given)	-2	9
CCc1ccccc1N(CC)C(=O)c1cn(C)c(=O)c2cc(OC)c(OC)cc12	-4	-3
O=C(CN(c1ccc(F)cc1)S(=O)(=O)c1ccc2c(c1)OCCO2)NCc1ccccn1	10	-22
COc1ccc(NC(=O)c2cc(-c3cc(F)ccc3OC)n[nH]2)cc1OC	-2	14
COc1ccc(CN(C)C(C)C(=O)Nc2ccc(S(=O)(=O)N3CCOCC3)cc2)c(OC)c1 (stereo not given)	16	-14
N#CC1=C(SCC(=O)c2ccc(Br)cc2)NC2=C(C(=O)CCC2)C1c1ccco1 (stereo not given)	57*	-18*
C=CCOc1cccn2c(N(C)C(=O)c3ccc(OC)cc3)c(CC)nc12	-3	-3
C=CCn1c(=O)n(CCOC)c(=O)c2sc3ccccc3c21	1	-5
COc1cccc(NC(=O)CN(C)C(=O)c2cc(C)on2)c1	-6	5
Cc1ccnc(NS(=O)(=O)c2ccc(NC(=O)C34CC5CC(CC(C5)C3)C4)cc2)n1	5	17

The results go on.
SMILES	H9c2 TAG inh	H9c2 TAG inh DAPI viability
O=C(COC(=O)c1ccc(Cl)nc1)Nc1c(Cl)cccc1C(F)(F)F	6	-4
CCn1c(=O)c2c(cnn2C)c2ccccc21	-10	6
CNc1ccc(/C=C/C(=O)c2cccc3ccccc23)cc1[N+](=O)[O-]	-16	4
O=C(O)C1CCN(c2nc(-c3ccccc3)nc3c2oc2ccccc23)CC1	4	-2
Cc1ccc(S(=O)(=O)NC(C)C(=O)NC2CCCCCC2)cc1 (stereo not given)	12	-7
COc1ccc(N2CCN(C(=O)CNC(=O)c3cn(-c4ccccc4OC)c(=O)c4ccccc34)CC2)cc1	2	5
O=C(CSc1nnc(COc2ccccc2)n1-c1ccccc1)c1ccccc1	-7	-1
Cc1onc(-c2c(F)cccc2Cl)c1C(=O)OCC(=O)Nc1c(C)n(C)n(-c2ccccc2)c1=O	-23	18
CC(C)C(=O)N1CCC1(C)C(=O)Nc1ccccc1OC(F)F (stereo not given)	2	2
Cc1ccc(CCN2CC(C(=O)NCCCN3CCCCCC3)CC2=O)cc1 (stereo not given)	-3	8
O=S(=O)(Nc1cccc2ccccc12)c1cccc2nonc12	9	0
CCOCCCNC(=O)C(c1ccc(Cl)cc1)N(Cc1cccs1)C(=O)c1ccccn1 (stereo not given)	-7	9
CCOc1nc(-c2ccccc2)ccc1-c1noc(COC)n1	10	11
CCC(=O)Nc1ccc(C(=O)COC(=O)c2nc3nccc(C)n3n2)cc1	4	-7
C/C(=N\NC(=O)Cc1cccn1C)c1ccc2ccccc2c1	-1	-3
CCCOc1ccc(C(F)(F)F)cc1NS(=O)(=O)c1ccc(Cl)nc1	18	3
